# PME-1 inh: PME-1 (human) inhibition | Q9Y570 | recombinant PME-1, FP-Rh probe fluorescence polarization | inhibition, % at 5.9 µM | 320,000 tested, 0.53% active | AID 2130;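 active = inhibition above the campaign mean of all compounds plus 3 SD, cut at about 26% in these data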;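 also: competitive labeling of PME-1 active site by serine hydrolase directed probe; 0% = PME-1 with DMSO and 100% = wells lacking PME-1 enzyme; inhibitors block probe labeling so polarization falls and inhibition rises; many of its hits are not listed in these tables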
# BCLXL inh: blocks human Bcl-xL binding to Bim BH3 peptide; GST-Bcl-xL / FITC-Bim BH3 peptide fluorescence polarization; inhibition, % at 10.9 µM; 320,000 tested, 0.7% active;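 active = inhibition above the mean of all tested compounds plus 3 SD, cutoff set per campaign, cut at about 30% in these data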;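 also: 0% = DMSO wells and 100% = unlabeled Bim-BH3 peptide competitor; inhibitors lower millipolarization by displacing the labeled peptide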
# pPAFAH inh: inhibitors of human plasma PAF acetylhydrolase (pPAFAH) | Q13093 | recombinant pPAFAH, FP-rhodamine probe fluorescence polarization | inhibition, % at 3.39 µM | 330,000 tested, 1.5% active;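 active = inhibition above the mean inhibition across the screen plus 3 SD, cut at about 25% in these data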;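 also: inhibitors block binding of the rhodamine activity-based probe so polarization drops; 0% = enzyme with DMSO and 100% = wells lacking pPAFAH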
# GLD-1 RNA inh: GLD-1-TGE RNA interaction inhibition (C. elegans) | inhibition, % at 5.96 µM | purified GLD-1 + fluorescein TGE RNA, fluorescence polarization | Q17339 | 320,000 tested, 0.44% active;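 active = percent inhibition above a per-plate cutoff, the plate mean of test compounds plus 3 SD, cut at about 30% in these data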;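 also: 0% = DMSO wells with GLD-1 and probe and 100% = wells lacking GLD-1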
# Target sequence (Q17339 whole entry, looked up): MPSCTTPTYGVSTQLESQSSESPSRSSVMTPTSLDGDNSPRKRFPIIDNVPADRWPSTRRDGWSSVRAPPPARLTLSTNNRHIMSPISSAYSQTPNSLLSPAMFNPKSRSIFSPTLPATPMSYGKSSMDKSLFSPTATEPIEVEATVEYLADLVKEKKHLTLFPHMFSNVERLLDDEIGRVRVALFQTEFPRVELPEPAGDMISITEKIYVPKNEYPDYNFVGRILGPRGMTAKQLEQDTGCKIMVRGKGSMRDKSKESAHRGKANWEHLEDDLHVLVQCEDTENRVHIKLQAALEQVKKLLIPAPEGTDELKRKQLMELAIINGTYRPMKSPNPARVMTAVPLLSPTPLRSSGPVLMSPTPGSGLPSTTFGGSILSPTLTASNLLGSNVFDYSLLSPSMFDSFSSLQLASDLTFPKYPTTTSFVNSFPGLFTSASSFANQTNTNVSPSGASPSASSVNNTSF
# Fam108B inh: counter-screen for RBBP9 inhibitors: inhibitors of mouse Fam108B. recombinant Fam108B, FP-Rh probe fluorescence polarization. inhibition, % at 9.51 µM. 300,000 tested, 0.33% active;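 active = inhibition above the screen mean inhibition plus 3 SD, computed separately per campaign, cut at about 18% in these data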;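 also: inhibitors lower polarization as less probe binds the enzyme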
# MEX-5 binding: C. elegans MEX-5 TCR-2 RNA binding activity. Q9XUB2. 300,000 tested, 0.38% active. activity score (negative = inhibition of binding), % at 10 µM. AID 1832. MEX-5/FITC-TCR2 RNA binding, fluorescence polarization; stronger effect = lower value;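 active = inhibition past about -25% in most replicates, and total fluorescence under double the plate's negative control median, limit read from the data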;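 also: 0% = DMSO and -100% = 5 µM competing unlabeled TCR2 RNA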
# Target sequence (Q9XUB2 whole entry, looked up): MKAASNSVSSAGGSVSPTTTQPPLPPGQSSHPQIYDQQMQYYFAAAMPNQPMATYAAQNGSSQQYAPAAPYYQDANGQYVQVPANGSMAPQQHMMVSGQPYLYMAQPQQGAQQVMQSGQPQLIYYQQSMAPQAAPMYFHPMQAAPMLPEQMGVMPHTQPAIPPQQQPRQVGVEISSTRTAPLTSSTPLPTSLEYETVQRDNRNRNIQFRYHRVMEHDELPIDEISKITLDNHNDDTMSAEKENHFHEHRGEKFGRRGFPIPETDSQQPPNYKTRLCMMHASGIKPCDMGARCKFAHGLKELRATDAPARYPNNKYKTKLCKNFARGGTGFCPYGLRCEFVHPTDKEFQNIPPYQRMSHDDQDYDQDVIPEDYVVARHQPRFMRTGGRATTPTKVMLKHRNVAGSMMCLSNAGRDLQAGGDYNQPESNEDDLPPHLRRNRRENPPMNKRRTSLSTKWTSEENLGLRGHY
# MCL1-BIM inh: disrupts human MCL1 binding to BIM-BH3 peptide. Q07820. GST-MCL1 / FITC-Bim-BH3 fluorescence polarization. inhibition, % at 10.9 µM. 320,000 tested, 0.68% active. AID 2057;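 active = inhibition above the mean inhibition of all tested compounds plus 3 SD, set per campaign, cut at about 40% in these data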;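 also: 0% = DMSO wells and 100% = unlabeled Bim-BH3 peptide control; higher means more loss of mP so more displacement of Bim peptide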
# PAFAH1B2 inh: PAFAH1B2 (human) inhibition | inhibition, % at 3.39 µM | 340,000 tested, 1.2% active | recombinant PAFAH1B2, FP-rhodamine activity probe, fluorescence polarization;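 active = inhibition above the mean of all tested compounds plus 3 SD, cut at about 24% in these data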;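 also: 0% = enzyme with DMSO and 100% = wells lacking PAFAH1B2; many of its hits are not listed in these tables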
# AHR act: activates the human aryl hydrocarbon receptor | P35869 | AHR-responsive luciferase reporter cells, luminescence | activation, % at 5 µM | 320,000 tested, 2.5% active; in the data active = activation above about 47%;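 also: 0% = vehicle wells and 100% = reference agonist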
# An asterisk follows results filed as active; x = not tested or not shown. A portion of the library, so the mix of outcomes need not match the whole.
Molecule,PME-1 inh,BCLXL inh,pPAFAH inh,GLD-1 RNA inh,Fam108B inh,MEX-5 binding,MCL1-BIM inh,PAFAH1B2 inh,AHR act
COc1ccc(C(=O)Nc2cccc3nc(C)ccc23)cc1OC,0.7,5.8,5.4,2.6,-3.0,-1.0,11.1,4.9,4.2
O=C(CN1C(=O)CCS(=O)(=O)c2ccccc21)NCc1ccc2c(c1)OCO2,-3.2,3.3,1.1,3.1,3.8,0.7,4.7,1.2,1.4
Cc1c(CCC(=O)NCCCn2ccnc2)c(=O)oc2cc3occ(C(C)(C)C)c3cc12,6.7,5.4,1.7,0.1,-5.4,-1.2,5.5,-1.8,2.9
CCOC(=O)Cn1c(N2CCCCCC2)nc2c1c(=O)[nH]c(=O)n2C,-3.8,1.7,6.8,2.5,0.6,0.3,-0.8,-3.4,1.5
COC(=O)c1cc(NC(=O)c2cccnc2)cc(C(=O)OC)c1,0.3,1.3,-0.3,3.7,-3.5,-0.1,9.2,-2.2,1.2
CNC(=O)c1[nH]cnc1C(=O)Nc1ccccc1C,-3.8,6.4,-0.5,4.5,7.0,2.1,7.2,0.7,4.1
CCOC(=O)c1[nH]c2ccccc2c1NC(=O)CN(C)C,-1.6,1.4,0.2,2.3,1.3,-0.8,1.7,1.8,13.4
O=C(CNC(=O)c1ccc2c(c1)OCO2)NCCOc1ccc(Cl)cc1,x,x,-3.2,5.1,x,x,x,13.8,1.3
CCN(CC(=O)Nc1c(F)cccc1F)C(=O)CNC(=O)C1CCCCC1,-0.2,-2.5,-1.2,-5.9,-4.0,2.4,-8.1,11.8,-0.5
COc1ccc(CN(C)C(=O)c2sccc2-c2ccccc2)c(OC)c1,14.8,9.3,2.7,4.8,-3.2,0.3,7.2,6.1,12.3
Cc1ccc(CN2CC(C(=O)OCc3ccccc3Cl)CC2=O)cc1 (stereo unspecified),0.9,-1.5,9.6,5.6,2.3,0.4,-1.7,6.2,-1.1
Cc1ccc(C(=O)NCC(c2ccco2)N2CCc3ccccc3C2)cc1C (stereo unspecified),2.1,5.3,0.1,4.2,0.4,-1.5,-0.5,-0.2,4.9
CC(=O)Nc1ccc(OCC(O)Cn2nc(C)c(C(C)=O)c2C)cc1 (stereo unspecified),4.5,2.8,2.3,3.1,2.5,-0.7,7.6,0.5,0.4
Cc1ccc(CN(C(=O)Cn2nnc3ccccc32)C(C(=O)NCc2ccco2)c2ccc(C)o2)cc1 (stereo unspecified),-2.4,1.7,3.1,7.7,-0.8,-2.7,-0.8,0.0,9.4
C/C(=N\O)C(=O)NCC1CCNCC1,-5.9,2.1,2.0,-2.5,-0.1,x,2.8,4.8,2.0
COc1ccc2nnc(-c3ccc(C(F)(F)F)cc3)n2n1,2.2,5.7,4.2,4.4,-1.8,-0.8,2.4,9.0,81.4*
CC1C(=O)N(Cc2ccc(F)cc2)c2ccccc2N1C(=O)c1c(F)cccc1F (stereo unspecified),0.9,1.1,-2.8,6.5,-7.7,3.8,-7.0,6.5,4.3
Cc1ccc(CSc2nnc(-c3ccccn3)n2N)cc1,1.2,4.0,3.2,1.9,-3.2,1.4,2.6,x,-4.3
Cc1ccccc1OCC1Cn2c(nc3c2c(=O)n(C)c(=O)n3C)O1 (stereo unspecified),-2.4,2.5,-1.8,-5.0,-5.9,-1.3,-1.7,-0.6,5.5
CCOC(=O)/C(=C/C=C1\Sc2cc(OCC)c(OCC)cc2N1CC)C(C)=O,-9.2,-125.4,7.5,-247.9,-6.4,17.1,-204.1,-4.5,2.8
O=C(COC(=O)CCc1c[nH]c2ccccc12)Nc1ccccc1C(F)(F)F,-6.7,-2.8,11.4,-2.1,x,x,-2.5,-1.0,3.2
CC(C)c1ccc(C(=O)Nc2ccc(CN3CCOCC3)cc2)cc1,1.5,8.2,2.8,-6.2,14.3,1.3,2.4,2.4,-2.5
COc1ccccc1C(=O)NN=C1CCN(Cc2ccccc2)CC1,5.5,6.7,0.7,0.8,-0.5,-3.0,13.6,2.8,37.8
Cc1ccc(CONC(=O)/N=C/N(C)C)cc1,-1.6,1.0,-2.0,-2.4,2.1,-2.4,0.4,3.5,-1.8
CCCS(=O)(=O)N1CCCC(C(=O)NC2CCCCC2)C1 (stereo unspecified),-3.9,1.8,2.3,6.1,-3.6,0.6,2.5,2.1,-0.3
CC(C)(C)c1cc(=O)[nH]c(SCc2ccccc2Cl)n1,-1.2,2.7,26.9*,2.4,-3.1,1.8,7.9,12.0,13.9
O=C(NC1CCCCCC1)c1c2c(nc3ccccc13)CCN(Cc1ccccc1)C2,-2.5,11.2,6.2,0.5,2.5,-3.4,-2.5,-0.7,3.9
O=C(C1CCCO1)N1CCN(S(=O)(=O)c2ccc(F)cc2)CC1 (stereo unspecified),2.2,-1.1,-2.1,-3.1,-2.4,-0.7,2.3,-1.8,-0.3
CCOc1c2ccc(C(=O)NCc3cc(C(F)(F)F)cc(C(F)(F)F)c3)cc2nn1CCOC,4.1,-0.6,6.3,-2.0,5.2,0.8,-1.0,1.9,-9.8
O=C(CCc1nc2ccccc2[nH]c1=O)OCc1ccc(S(=O)(=O)N2CCOCC2)cc1,4.3,2.6,-3.1,7.1,3.4,-0.3,5.0,-0.7,2.1
COc1ccc(C(=O)NCC(=O)N2CC=C(c3ccccc3)CC2)cc1OC,-1.6,-0.7,1.3,2.6,x,x,-2.9,4.2,-1.8
CCn1c(NCc2cccc(OC)c2OC)nc2ccccc21,7.6,10.0,-3.0,-1.7,-0.7,-5.7,8.2,7.2,12.7
O=C(NC1CC1)C1=C[C@H](C2CCCCC2)C[C@H](OCCCCO)O1,-2.2,-1.1,-1.2,9.8,-3.2,0.2,-4.2,6.0,1.4
CCOC(=O)N/N=C/c1cn(Cc2ccc(F)cc2)c2ccccc12,2.3,4.0,16.6,-1.4,4.7,-2.0,1.4,0.8,24.3
CCCCNC(=O)c1cn(CC)c2ccc(S(=O)(=O)N3CCCC3)cc2c1=O,-2.9,4.1,-5.6,-2.9,-4.1,-0.3,0.6,0.3,2.7
O=C(Nc1ccccc1)OC1C2CCC1C(N1CCCCC1)CC2 (stereo unspecified),-2.1,8.1,0.2,0.0,0.8,-1.8,9.4,-1.0,1.8
O=C(NCc1ccco1)c1ccc(Cl)nc1,2.2,-1.8,2.6,-4.0,3.1,2.7,-4.6,-2.6,-1.2
O=C(CCCn1c(=S)[nH]c2cc3c(cc2c1=O)OCO3)NCCc1ccccc1Cl,2.2,2.1,3.0,-7.9,-0.6,3.1,4.8,0.0,7.0
O=C(NCc1cccnc1)/C(=C\c1ccc(-c2ccc(Br)cc2)o1)S(=O)(=O)c1ccccc1,-16.8,1.6,-7.2,-6.0,-19.2,-0.7,2.3,-1.0,-0.9
Cc1ccc2c(c1)C(c1ccc([N+](=O)[O-])cc1)=NNC(c1ccc(Br)cc1)=N2,-11.0,4.6,-6.0,3.4,3.9,-1.6,-2.1,1.8,14.0
COc1ccccc1C(=O)NCCNc1nc2cc(C)cc(C)c2cc1C#N,1.5,1.3,-5.8,-4.8,-2.4,0.9,1.2,4.8,30.1
COc1cc(C)c(Cl)cc1S(=O)(=O)NCc1ccco1,-1.5,-1.0,2.7,3.6,3.0,0.1,-8.5,-2.4,-5.7
CC(C)CCn1c(CN2CCN(c3cccc(Cl)c3)CC2)nc2c1c(=O)n(C)c(=O)n2C,-0.3,0.4,-5.6,4.8,-5.0,0.6,-3.5,-0.9,-6.1
O=C(CCNC(=O)c1ccccc1)NCC1CCCCC1,1.2,5.1,0.9,0.3,10.3,0.6,5.7,4.3,0.9
CC(=O)c1ccc(OC(=O)CCNC(=O)c2ccccc2)cc1,x,x,5.1,0.8,x,x,x,5.3,1.6
CC1CN(C(=O)Nc2ccc3snnc3c2)c2ccccc21 (stereo unspecified),-1.8,1.1,-2.4,-1.2,-3.6,0.0,1.8,-2.1,11.8
CCC1CCCCN1CCCNC(=O)Cn1nc(C)n2nc(-c3ccccc3)cc2c1=O (stereo unspecified),-6.7,1.7,0.6,6.9,3.2,-0.5,1.6,-3.7,-1.9
COc1ccc(Cl)cc1Nc1nc(C)nc2c1oc1ccccc12,-0.6,-0.2,-2.6,-3.5,-10.6,-0.8,-3.2,3.6,5.6
O=c1[nH]c2ccccc2cc1-c1nnn(-c2ccc(Cl)c(Cl)c2)n1,5.6,2.1,5.4,2.8,2.7,-2.6,5.5,1.2,20.3
COc1cc(C2C(C(=O)C(C)(C)C)=C(O)C(=O)N2Cc2ccccc2)ccc1O (stereo unspecified),1.6,2.6,1.7,3.5,0.8,1.3,4.4,3.7,1.2
COc1ccccc1CNS(=O)(=O)c1ccc2c(c1)oc(=O)n2C,1.5,-3.8,0.8,-2.3,2.7,-3.8,-5.6,-2.3,9.0
Oc1ccc(Br)cc1-c1cc(-c2ccccc2F)[nH]n1,-8.2,0.1,-0.1,2.2,-1.8,0.1,1.2,-0.2,55.8*
CC1CCCC(C)N1C(=O)c1ccc(S(=O)(=O)N2CCCC2)cc1 (stereo unspecified),-3.2,10.9,-0.5,11.0,x,x,9.8,2.3,0.4
COc1cccc(NC(=O)CN2CCN(S(=O)(=O)c3ccc(F)cc3)CC2)c1,-1.6,3.6,0.3,4.9,-1.7,1.6,1.1,3.6,0.2
Cc1ccccc1NC(=O)COC(=O)c1ccc(CSc2ccc(Cl)cc2)cc1,1.9,1.1,7.2,-7.3,-3.8,0.6,-2.6,19.0,-3.5
Cc1ccc(S(=O)(=O)N2CCOCC2)cc1C(=O)OCC(=O)c1ccc[nH]1,6.0,3.1,10.7,0.2,x,x,-1.9,3.2,0.8
CCc1nc(C)cn1S(=O)(=O)c1cc(OC)c(C)cc1C,-9.9,3.1,7.4,12.7,5.0,0.2,2.4,1.5,-1.3
COc1ccccc1CNC(=O)CNC(=O)[C@@H]1Cc2ccccc2CN1,-0.1,8.7,6.2,-2.5,-1.0,-0.8,-1.7,3.1,1.8
COc1ccc(OC)c(S(=O)(=O)N2CCC(C(=O)N(C)Cc3ccccc3)CC2)c1,1.4,1.1,-0.3,3.9,1.0,-1.5,3.3,1.8,1.7
CCOCc1nnc(NC(=O)C2CC(=O)N(CCc3ccc(F)cc3)C2)s1 (stereo unspecified),2.8,9.1,1.7,-1.7,3.0,-1.9,8.3,1.5,0.6

# Other structures follow:
Molecule,PME-1 inh,BCLXL inh,pPAFAH inh,GLD-1 RNA inh,Fam108B inh,MEX-5 binding,MCL1-BIM inh,PAFAH1B2 inh,AHR act
COc1ccc(OC)c(NC(=S)Nc2ccccc2)c1,3.5,4.5,3.0,5.4,0.7,-0.1,15.2,-0.4,4.5
CCCNC(=O)NC(=O)COC(=O)c1ccc(OC)c(S(=O)(=O)N2CCCc3ccccc32)c1,-1.9,5.0,5.1,7.0,-2.7,-2.3,5.9,7.0,3.7
Cc1ccc(C(=O)NCC(=O)OC(C)C(=O)NCCC2=CCCCC2)cc1C (stereo unspecified),0.5,5.7,8.0,0.2,11.0,-1.9,4.4,2.0,-0.7
CCCc1cc(C(=O)Nc2cccnc2Cl)no1,0.3,5.2,0.3,6.5,-4.4,0.9,0.2,-2.6,1.9
NC(=O)c1ccccc1NC(=O)c1ccccc1S(=O)(=O)c1ccccc1[N+](=O)[O-],-2.9,-0.6,-4.0,-3.8,-1.2,-0.2,-7.6,0.0,2.7

# Compound activity from PubChem.
